# beta cell repl – MIN6 beta-cell proliferation induction; MIN6 cells proliferation, ATPlite luminescence, 48 h; cells starved in 0.2% serum; 100% = growth in 10% serum; proliferation, % at 10 µM; hit rate 0.29% among 330,000;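 active means compounds whose signal lies at least 3.5 SD above the mean of all wells on their plate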;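 further: 0% = DMSO-treated cells in low-serum medium and 100% = 10% serum control; some compounds called inactive have numbers as strong as hits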
# tim23-1 inh – inhibits growth of tim23-1 mutant yeast; S. cerevisiae tim23-1 growth, BacTiter-Glo luminescence, 24 h; hit rate 1.3% among 330,000; inhibition, % at 20 µM;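 active means growth inhibition of the mutant yeast at or above 50%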;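 further: temperature-sensitive mutant grown at 25 °C; plate controls were DMSO-treated mutant yeast for no effect and medium wells lacking yeast for full effect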
# APJ agonist – agonists of human APJ apelin receptor; P35414; CHO-K1 APJ PathHunter beta-arrestin, luminescence; 0% DMSO wells, 100% apelin; activation, % at 20 µM; hit rate 0.11% among 330,000; AID 2520;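 active means activation more than six SD over the plate average, tested at 20 µM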;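 further: 0% = DMSO alone and 100% = apelin-13 at 10 nM; some results filed as inactive read as strong as hits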
# Target sequence (P35414 whole entry, looked up): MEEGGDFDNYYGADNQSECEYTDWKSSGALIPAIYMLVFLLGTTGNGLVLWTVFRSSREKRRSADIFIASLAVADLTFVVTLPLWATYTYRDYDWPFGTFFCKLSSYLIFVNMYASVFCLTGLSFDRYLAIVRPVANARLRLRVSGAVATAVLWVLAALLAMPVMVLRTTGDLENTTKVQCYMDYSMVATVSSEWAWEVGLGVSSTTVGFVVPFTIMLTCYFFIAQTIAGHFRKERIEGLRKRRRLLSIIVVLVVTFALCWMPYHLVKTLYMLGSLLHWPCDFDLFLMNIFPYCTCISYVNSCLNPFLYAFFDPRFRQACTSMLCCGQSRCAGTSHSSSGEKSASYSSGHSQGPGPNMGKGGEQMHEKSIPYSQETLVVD
#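 Test system: CHO-K1 APJ beta-arrestin complementation cell line | Compound: Single test compound dose, 20 µM final, 1% DMSO | Incubation: Compound 90 min 25 °C, reagent 1 h | Measured by: beta-gal luminescence | Read-out basis: APJ–arrestin association signal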
# TIM10 inh – TIM10 yeast growth inhibition. S. cerevisiae TIM10 strain growth, BacTiter-Glo luminescence, 24 h. inhibition, % at 10 µM. hit rate 1.4% among 330,000;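 active means inhibition of 40% or more at the single tested concentration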;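 further: wild-type TIM10 isogenic control strain grown at permissive 25 °C; 0% = DMSO yeast wells and 100% = minimal medium wells without yeast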
# NLRP3 yeast inh – inhibitors of NALP3 inflammasome in yeast | Yeast reconstituted NLRP3/ASC/caspase-1, beta-gal luminescence, 24 h | inhibition, % at 10 µM | hit rate 0.39% among 330,000;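 active means inhibition of 50% or more; inactive means inhibition below 50%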;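 further: plate controls were induced DMSO wells for no effect and uninduced yeast grown without galactose for full effect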
# NR3A LBD binder – modulators (binders) of human NR3A ligand-binding domain | NR3A LBD differential scanning fluorimetry, Tm shift; 0% = protein alone, 100% = glycine-bound protein | Tm shift relative to glycine control, % at 25 µM | hit rate 2.5% among 340,000 | AID 1259313;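 active means melting temperature shift of at least 10% of the positive control shift, at one fixed dose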
# MPTP inh – blocks calcium-induced mitochondrial swelling. isolated mouse mitochondria, Ca2+ swelling absorbance, 30 min. inhibition, % at 10 µM. hit rate 1.4% among 360,000. AID 602449;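 active means inhibition of 50% or more, scaled per plate between neutral and stimulator controls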;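 further: 0% = DMSO wells given calcium and 100% = 1 mM EGTA wells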
# tim10-1 inh – growth inhibitors of tim10-1 mutant yeast; S. cerevisiae tim10-1 ts strain growth, BacTiter-Glo, 24 h; inhibition, % at 20 µM; hit rate 2.2% among 330,000;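 active means inhibition of at least 40%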;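 further: mutant grown at 25 °C; 0% = DMSO wells with yeast and 100% = wells holding no yeast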
# APJ antagonist – blocks the human apelin receptor APJ; P35414; CHO-K1 APJ beta-arrestin complementation, luminescence; inhibition, % at 20 µM; hit rate 0.32% among 330,000; AID 2521;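 active means inhibition above about 40% at 20 µM, limit read from the data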;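 further: cells challenged with 10 nM apelin-13 agonist together with compound; plate controls were apelin-13 plus DMSO wells for no effect and DMSO wells lacking apelin-13 for full effect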
# * = called active by the depositor; . = not tested or not shown.
SMILES,beta cell repl,tim23-1 inh,APJ agonist,TIM10 inh,NLRP3 yeast inh,NR3A LBD binder,MPTP inh,tim10-1 inh,APJ antagonist
CCC(CO)Oc1cc(NCc2cccc(O)c2)c2ncn(C(C)C)c2c1 (stereo not given),3,-1,-3,2,21,0,0.2,-6,3
CCC(=O)N(Cc1cc2ccc(C)cc2n2nnnc12)C1CCCCC1,-2,36,-6,28,-9,-1,3.7,24,-2
CSc1ncccc1C(=O)NC(C)CCc1ccccc1 (stereo not given),1,12,-1,-14,0,-1,-0.2,5,0
COc1ccc(-c2ccc(SCC(=O)c3ccc(F)cc3)nn2)cc1OC,5,-6,0,10,-17,-2,0.3,5,-2
CCc1nc(SCC(=O)Nc2ccc(OC)cc2[N+](=O)[O-])n[nH]1,-4,2,0,5,9,2,2.4,-11,-15
COc1ccc(S(=O)(=O)NC2CCCCC2)cc1C,0,22,-5,6,14,7,-0.8,27,-23
O=C(CC(C(=O)O)C1CCCO1)Nc1cccc(C(F)(F)F)c1 (stereo not given),1,3,-1,4,7,-1,2.3,-3,10
COCCOC(=O)c1c(NC(=O)CN2CCOCC2)sc(C(N)=O)c1C,1,9,1,-5,11,0,-0.7,13,3
COc1cc(/C=C2\SC(=S)N(CCC(=O)Nc3ccccn3)C2=O)cc(OC)c1OC,0,5,3,9,33,3,-3.1,-6,7
CCOC(=O)c1c2c(n(C)c1C)C(=O)C(=O)c1ccc(Br)cc1-2,-6,56*,18,66*,5,-2,8.1,57*,-13
CCOC(=O)/C(C#N)=C/c1cccn1-c1ccc(Cl)cc1,1,2,-1,0,7,2,1.7,-1,14
CCN(Cc1ccccc1)C(=O)C(C)OC(=O)c1cc(S(=O)(=O)Nc2c(C)n(C)n(-c3ccccc3)c2=O)ccc1C (stereo not given),-2,-1,-3,7,13,-6,0.1,-5,15
CCn1cnc2cc(NCc3cccc(OC)c3O)ccc21,-2,15,-1,12,3,1,1.9,14,2
O=C1CCc2cc(S(=O)(=O)NCc3ccccc3Cl)cc3c2N1CC3,5,4,-2,-6,1,0,-0.3,-14,9
COC(=O)c1ccc(Oc2ccc3nnc(C)n3n2)cc1,-3,5,-4,-8,17,-1,1.3,17,-21
CCCCCC(=O)Nc1ccc(S(=O)(=O)Nc2nccc(C)n2)cc1,-1,19,-3,1,2,-5,0.6,12,-63
Cc1nnsc1-c1nnc(SCC(=O)c2ccc(C#N)cc2)n1C1CC1,1,2,-1,-10,-6,2,2.1,-6,8
Oc1ccc(/C=N/Nc2ncnc3c2ncn3Cc2ccccc2)cc1O,-2,-3,-1,17,40,5,2.4,10,-3
Fc1ccc(CSc2nnc(-c3cnccn3)n2Cc2ccco2)cc1,-1,42,-3,41*,-123,0,2.8,30,10
COc1cc(S(=O)(=O)NCc2ccncc2)c(OC)cc1Cl,-3,9,2,-8,5,-1,-0.1,25,7
Nc1nc(SCC(=O)N2CCCCC2)[nH]c(=O)c1NC(=O)c1ccccc1F,1,-6,1,12,6,2,-0.3,-7,9
COc1cc(/C=N/NC(=O)C2COc3ccccc3O2)cc(OC)c1OC (stereo not given),0,22,-3,31,8,2,1.3,22,-31
CCCCNC(=O)Cc1ccc(Br)cc1,-1,-28,-1,-32,18,-2,0.9,-20,8
O=C(c1cn(-c2ccccc2)nc1-c1ccc(F)cc1)N1CCCCC1,0,36,0,29,12,2,-0.7,29,-2
Cc1cccc(C(=O)NCc2nnc(SCc3ccc(F)cc3)n2C)c1,-5,15,-4,-4,1,-4,0.0,5,2

# The list goes on.
SMILES,beta cell repl,tim23-1 inh,APJ agonist,TIM10 inh,NLRP3 yeast inh,NR3A LBD binder,MPTP inh,tim10-1 inh,APJ antagonist
Cc1ccc(C(=O)NCc2ccc3c(c2)OCO3)cc1S(=O)(=O)N1CCCCC1,0,4,0,-6,2,1,5.0,0,6
Cc1ccc(NC(=O)c2nc(S(=O)(=O)Cc3ccccc3)ncc2Cl)cc1,-8,50,0,-59,55*,0,-0.7,-114,18
CCc1ccc(C2=NN(c3ccc(S(N)(=O)=O)cc3)C(c3ccc(F)cc3)C2)cc1 (stereo not given),-6,-3,-1,11,-4,8,3.1,21,2
Cc1cccc(C)c1NC(=S)N=Nc1c(O)n(C)c2ccc(S(=O)(=O)N3CCOCC3)cc12,-6,12,-1,8,8,-2,-0.3,15,-6
O=C(NNc1cc(Cl)ccc1Cl)c1cccnc1Cl,-1,-9,-3,4,-10,-3,0.0,5,-14
COc1ccc(NC(=O)c2ccc(C(=O)c3cc(OC)ccc3OC)cc2)cc1,-3,-12,-3,-5,5,-1,-0.2,16,2
C#CCOCCOCCOCCNc1nc(N2CCN(C(=O)C([C@@H](C)CC)n3cc(C(N)CO)nn3)CC2)nc(N2CCN(C(=O)[C@H](CCC(=O)O)n3cc(C(N)CC(C)C)nn3)CC2)n1 (stereo not given in full),-1,16,7,18,8,-1,0.9,-7,7
O=C(CCNC(=O)C1CCN(S(=O)(=O)c2ccccc2)CC1)NCc1cccc(C(F)(F)F)c1,0,13,-4,4,-8,0,0.1,16,22
O=C(NCC1CC1)c1ccccc1Cl,0,9,-2,5,4,-1,-0.1,0,7
O=C(O)C[C@H]1c2ccccc2S(=O)(=O)N1c1ccccc1,-5,-5,1,-13,8,1,-0.5,-6,12
Cc1cc(C)nc(SCNC(=O)c2ccc(Cl)cc2)n1,-3,13,0,-10,17,1,8.6,10,13
CC(NC(=O)CN1C(=O)NC(C)(C2CC2)C1=O)c1ccc(F)cc1 (stereo not given),5,-8,-2,-2,6,.,-0.7,-5,1
CCCCCNC(=O)c1ccc2c(=O)n(CC3CCCO3)c(=O)[nH]c2c1 (stereo not given),-1,5,-6,-12,16,2,-0.6,1,3
O=C(CCc1ccncc1)N1CCCC(Nc2ccc(F)cc2)C1 (stereo not given),-1,38,0,-12,5,0,-1.2,-24,6
CCCCS(=O)(=O)N1CCN(S(=O)(=O)c2ccc(Cl)s2)CC1,2,4,-1,12,29,-1,-0.2,12,-22
COc1ccc(N2CCN(C3CC(=O)N(c4ccc5c(c4)OCCO5)C3=O)CC2)cc1 (stereo not given),-2,18,-2,-1,23,0,-0.9,-2,-4
O=C(/C=C/c1cccs1)N1CCCCC1,-1,-6,-2,-4,10,-2,-0.2,-2,-4
Cc1[nH][nH]c(=O)c1C(c1ccc(O)c([N+](=O)[O-])c1)c1c(C)[nH][nH]c1=O,-2,3,-4,-13,-19,0,0.3,-2,19
S=C1NCCOCCNC(=S)NCCOCCOCCOCCN1,2,3,-4,-4,15,-1,-0.1,-4,-27
Cc1noc(NS(=O)(=O)c2ccc(NC(=O)CSc3nc4ccccc4[nH]3)cc2)c1C,-3,-10,-5,1,13,6,0.1,2,-12
Clc1ccc(Nc2cc(-c3ccccc3)nc3ncnn23)cc1,1,-1,2,9,12,4,3.7,18,4
Cc1ccc(CN(Cc2cc3cccc(C)c3[nH]c2=O)C(=O)N(C)C)cc1,0,2,2,22,8,-1,-0.7,8,4
COc1ccccc1C(=O)NCCC(=O)N1CC=C(c2ccccc2)CC1,-1,5,-6,-9,5,-1,-0.2,4,8
Cc1ccc(S(=O)(=O)N2CCN(C(=O)COC(=O)CCOc3ccccc3)CC2)c(C)c1,-2,38,1,22,-14,2,-0.4,31,3
C=CCNC(=O)c1onc(CSc2ccccc2CC)c1C(=O)O,12*,9,6,11,-1,3,0.6,7,-2

# Single records, from the list above:
# Profile of O=C(c1cn(-c2ccccc2)nc1-c1ccc(F)cc1)N1CCCCC1 = beta cell repl = 0; tim23-1 inh = 36; APJ agonist = 0; TIM10 inh = 29; NLRP3 yeast inh = 12; NR3A LBD binder = 2; MPTP inh = -0.7; tim10-1 inh = 29; APJ antagonist = -2
# Profile of Cc1ccc(C(=O)NCc2ccc3c(c2)OCO3)cc1S(=O)(=O)N1CCCCC1 = beta cell repl = 0; tim23-1 inh = 4; APJ agonist = 0; TIM10 inh = -6; NLRP3 yeast inh = 2; NR3A LBD binder = 1; MPTP inh = 5.0; tim10-1 inh = 0; APJ antagonist = 6

# Next section:
SMILES,beta cell repl,tim23-1 inh,APJ agonist,TIM10 inh,NLRP3 yeast inh,NR3A LBD binder,MPTP inh,tim10-1 inh,APJ antagonist
CC1=CCC[C@H]2[C@H](C1)C(=O)C[C@@H](C)[C@]2(C)CC/C(=C/CO)CO,5,17,-5,14,10,-2,-3.4,17,-1
CCOc1ccc(S(=O)(=O)N2CCN(C(=O)COc3ccc(Br)cc3)CC2)cc1,-4,10,0,-1,7,0,0.0,-7,-17
Cc1noc(C)c1S(=O)(=O)N1CCN(C(c2ccccc2)c2ccc(Cl)cc2)CC1 (stereo not given),-5,13,-2,13,-8,-2,1.3,0,7
Cc1ccc(NS(=O)(=O)c2cc(C(=O)N3CCN(CCO)CC3)ccc2C)cc1,0,0,-2,6,5,0,-2.0,-1,-6
CCOc1ccc(N/C(N)=N/c2nc(C)c(C)c(=O)[nH]2)cc1,-2,12,0,-9,-7,2,0.4,13,-3
Cc1ccc(S(=O)(=O)N(CC(=O)N2CCN(c3ccc(F)cc3)CC2)C2CCCCC2)cc1,-5,5,-4,23,-12,-2,4.2,19,6
O=C(COC(=O)CSCC(=O)N1CCCCC1)NCc1ccc(F)cc1,-1,4,-4,-7,6,6,0.1,15,5
Cn1ccnc1-c1nc2ccccc2[nH]c1=O,-3,1,-2,0,1,4,0.2,4,17
CC1CN(C(=O)C2(C)CC2(Br)Br)CC(C)O1 (stereo not given),0,-6,-1,3,-13,5,16,6,9
C=CCc1cccc(/C=N/NC(=O)c2ccc3nc[nH]c3c2)c1O,-7,1,5,7,16,11*,-1.3,44*,-13
O=C(COc1nncc2ccccc12)Nc1ccc(F)c(F)c1,-3,-4,1,-2,6,1,0.4,-1,-4
CCCN(CCC)CCCOC(=O)c1ccc(Cl)cc1Cl,0,-1,0,-15,15,0,3.7,-24,-4
Cc1c(C(C)(C)C)sc(=NC(=O)c2ccccc2O)n1C,-2,25,3,10,23,2,-0.9,23,-3
CCOc1ccc(-c2csc(NNC3=NCCCCC3)n2)cc1,-5,29,1,0,-6,2,-0.1,15,7
CCOc1ccc2oc(C(=O)NC(C)(C)CC)c(C)c2c1,0,6,-3,18,23,-1,0.0,15,3
CCOC(=O)c1cc(-c2ccc(F)cc2)n(CC(=O)NC(C)CC)c1C (stereo not given),7,11,-4,18,-10,0,2.5,25,-5
CC/C(=N\NC(=O)CCC(=O)NCc1ccccc1)c1ccc(O)cc1,-2,13,-5,5,8,-4,-4.1,0,-4
C/C(=C\c1ccccc1)C(=O)NCCc1ccccc1,3,2,-2,-9,16,5,1.2,3,11
CC(=O)N1CCc2cc(S(=O)(=O)NC(Cc3ccccc3)C(=O)NC3CCCCCC3)ccc21 (stereo not given),-1,5,1,-6,-5,1,0.0,4,-7
COc1ccccc1-c1nnc(C2CCN(S(=O)(=O)c3cccc([N+](=O)[O-])c3)CC2)o1,-5,17,18,10,9,0,-1.3,8,-10
COc1cccc(NC(=O)C2CCN(C(=O)NC3CCCCC3)CC2)c1,1,10,1,12,3,0,-0.3,-6,5
COc1ccccc1/C=N/NC(=O)C(=O)NCc1cccnc1,-4,10,-3,-4,0,1,-1.4,14,3
Cc1nnc(SCC(=O)Nc2ccc([N+](=O)[O-])cc2)n1C,-2,-6,-1,5,2,-3,-2.3,-10,9
COc1ccccc1CNc1nc2ccccc2n1CCN1CCCCC1,-5,5,-5,8,-6,-2,26,11,16
COc1cccc(C2NC(=O)NC(C)=C2C(=O)Nc2ccc(C)cc2)c1OC (stereo not given),5.4*,2,-3,4,12,-2,-0.8,0,13

# Screens from PubChem BioAssay.

# Compounds as they come. Share with any hit: about 7.2%.
